# Epigenetic derep: epigenetic control regulation, reporter derepression | murine LDR cells, GFP reporter derepression, 30 h | Potency, µM (highest dose often 53.9 µM), for the others: at the highest dose GFP activation, usual class: activators | 280,000 compounds, 0.2% hits | AID 1865; active = well fitted activation curve with a large enough effect; inconclusive = small, poorly fitted or top-dose-only effect; also: % of control where 0% means no effect; nearly all actives have a fitted effect of over 60% in size
#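 Readout is the number of GFP-expressing murine LDR cells, counted by cytometry following washing. Cells were treated with compound for 30 h at 37 C; the stably integrated CMV-GFP locus is normally silent.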
# * marks the source's active call; other numbers are inactive results; ? = inconclusive. Potency is read from the fitted curve at half-maximal effect. The list is partial; rates above refer to the full screens.
SMILES,Epigenetic derep
Cc1ccc(-n2nc(C)c3c(C(=O)NCCc4ccccc4)cc(C)nc32)cc1,-1.3%
CCOc1ccccc1C(=O)NCc1nc2cccnc2n1Cc1ccc(C)cc1,2.3%
CSc1ncc(Cl)c(C(=O)Nc2ccc(S(=O)(=O)N3CCCC(C)C3)cc2)n1 (centres undefined),-1.9%
Cc1oc(-c2ccc(Cl)cc2)nc1CSCC(=O)NCc1ccccc1Cl,1.2%
COc1ccccc1-c1noc(CCC(=O)Nc2ccc(C)cc2C)n1,-1.0%
COc1ccc(C2=NN(CC(=O)NCCCN(C)c3ccccc3)C(=O)CC2)cc1,-1.1%
O=C(NCCCN1CCN(c2ccc(F)cc2)CC1)c1ccc2nc(CCc3ccccc3)oc2c1,-0.9%
Cc1ccc2nc(N(Cc3cccnc3)C(=O)C3COc4ccccc4O3)sc2c1 (centres undefined),5.5%
COC(=O)c1ccccc1NS(=O)(=O)c1ccc2c(c1)CCCN2C(C)=O,0.3%
CCOC(=O)N1CCN(Cc2nc3cc(NC(=O)c4ccccc4Cl)ccc3n2C(C)C)CC1,1.6%
CCOc1cc2sc(N3CCC(C(=O)Nc4cc(C)cc(C)c4)CC3)nc2cc1Br,5.4%
CC(=O)Nc1cc(C(=O)NCc2ccc(F)cc2Cl)ccc1Sc1ccc(Cl)cc1,2.7%
Cn1c(=O)c2c(nc(N3CCOCC3)n2Cc2ccc(Br)cc2)n(C)c1=O,-1.6%
Cc1ccc(-c2nc(-c3cc4cccc(OCc5cccc(F)c5)c4oc3=O)no2)cc1,?
CCc1ccc(-n2nc(CO)c(C(=O)NCC(c3ccccc3)c3ccccc3)n2)cc1,1.9%
COc1cc(Br)c(C2CC(=O)Nc3cc(OC)c(OC)c(OC)c32)cc1OC (centres undefined),2.7%
COc1ccc(C)c2sc(NC(=O)c3ccc(S(=O)(=O)N4CCCC4)cc3)nc12,3.5%
CC(=O)c1ccc(NC(=O)c2ccc(CN3C(=O)CCn4nc(C)cc43)cc2)cc1,1.3%
Cc1ccc(NC(=O)CN2C(=O)COc3ccc(S(=O)(=O)NC4CCCC4)cc32)c(Cl)c1,0.0%
COC(=O)CSc1ncc2c(n1)-c1ccccc1N(Cc1ccccc1C)S2(=O)=O,-2.3%
Cc1nc(-c2ccc(S(=O)(=O)NCc3ccc(N(C)C)cc3)cc2)co1,1.1%
COc1cc(Cl)c(S(=O)(=O)N2CCN(c3c(C)cccc3C)CC2)cc1Cl,-1.1%
CCOc1ccc(-c2nc(Cn3c(=O)cc(C)c4c(C)nn(-c5ccc(C)cc5)c43)c(C)o2)cc1,1.5%
NC(=O)CSc1ncc2c(n1)-c1ccccc1N(Cc1ccc(F)cc1)S2(=O)=O,5.5%
CCc1ccc(S(=O)(=O)c2cn(C)c3cc(N4CCCC4)c(F)cc3c2=O)cc1,-0.2%

# 3 records picked at random from those above, as already listed:
SMILES,Epigenetic derep
O=C(NCCCN1CCN(c2ccc(F)cc2)CC1)c1ccc2nc(CCc3ccccc3)oc2c1,-0.9%
CCc1ccc(-n2nc(CO)c(C(=O)NCC(c3ccccc3)c3ccccc3)n2)cc1,1.9%
Cc1ccc2nc(N(Cc3cccnc3)C(=O)C3COc4ccccc4O3)sc2c1 (centres undefined),5.5%

# Next records.
SMILES,Epigenetic derep
CC(=O)N1c2ccc(S(=O)(=O)NCC3CCC(C(=O)Nc4cccc(C)c4)CC3)cc2CC1C (centres undefined),-1.6%
O=C(CNC(=O)c1ccc(Cl)cc1)OCc1cc(=O)n2nc(C3CCCCC3)sc2n1,2.3%
COc1ccc2nc(N(Cc3cccnc3)C(=O)C3COc4ccccc4O3)sc2c1 (centres undefined),-2.8%
COc1ccc(CCN2C(=O)c3[nH]nc(-c4ccccc4O)c3C2c2cccc(OC)c2)cc1 (centres undefined),0.0%
Cc1ccc(NC(=O)[C@@H](c2ccccc2)N2Cc3ccccc3C2=O)cc1,2.2%
CCc1ccc(-n2c(SCc3ccccc3F)nc3[nH]ncc3c2=O)cc1,0.9%
Cc1cccc(-n2c(=O)c3c(c4cc(C)ccc4n3C)n(C)c2=O)c1,0.6%
COc1ccc(CNC(=O)C2CCCN(C(=O)c3cnn(-c4ccc(F)cc4)c3-n3cccc3)C2)cc1 (centres undefined),-1.6%
COC(=O)c1cnc(N2CCN(c3ccc(F)cc3)CC2)c2ccccc12,-9.3%
COc1cccc2c1ncc1c(-c3ccc(C)cc3)nn(-c3ccc(F)cc3)c12,-3.4%
O=C(NCc1ccccc1Cl)C1CCN(S(=O)(=O)Cc2ccccc2)CC1,-0.6%
CCN(CC)C(=O)C1CCCN(c2ncnc3c2c(-c2ccccc2)cn3-c2cccc(C)c2)C1 (centres undefined),0.0%
COc1ccc(CCNC(=O)c2ccc(Cn3c(=O)c4ccccc4n(Cc4cccc(C)c4)c3=O)cc2)cc1OC,9.7%
CCCN(C(=O)c1noc2c1COc1ccc(C)cc1-2)c1ccc(Cl)c(Cl)c1,0.0%
COC(=O)c1c(NC(=O)CCCOc2cccc(C)c2)sc2c1C(C(=O)OC)CC2 (centres undefined),0.0%
CCOc1cccc(C2Nc3ccccc3-c3cc(C)nn32)c1O (centres undefined),-1.5%
Cc1cccc(CNC(=O)C2CCN(c3nn4cc(-c5ccc(F)cc5)nc4s3)CC2)c1,0.0%
COc1ccc(OC)c(S(=O)(=O)NCc2ccc3c(c2)CCN3C(=O)c2cccc(C)c2)c1,-1.1%
COC(=O)c1scc(-c2ccccc2)c1S(=O)(=O)Nc1ccccc1,-1.1%
COc1ccc(NC(=O)c2c(NC(=O)C(F)(F)F)sc3c2CCCCC3)cc1,-1.6%
COc1ccccc1CNc1ccc(-c2nc(-c3ccccn3)no2)cc1[N+](=O)[O-],4.2%
CCCNC(=O)Nc1cc(C(=O)NCc2cccc(OCC)c2)ccc1N1CCCC1,-4.1%
Cc1nc2nc(SCC(=O)NC3CCC(C)CC3)nn2c(C)c1Cc1ccccc1 (centres undefined),-3.5%
COc1ccc(CCNC(=O)c2cnc3sc(N4CCOCC4)nn3c2=O)cc1,2.7%
CC1CCCCN1CCCNC(=O)c1sc2ncccc2c1-n1cccc1 (centres undefined),0.0%

# Remaining list, next part:
SMILES,Epigenetic derep
COCCNC(=O)CN1C(=O)CCn2nc(-c3cn(C)c4ccccc34)cc21,-1.7%
COc1ccc(OC)c(CN2CCN(S(=O)(=O)c3ccccc3)CC2)c1,1.4%
Cc1cc(Nc2cccc(C(F)(F)F)c2)nc2ccc(NC(=O)c3cncc(Br)c3)cc12,?
CCOc1ccc(-c2ccc(CO)o2)cc1N,-1.1%
COc1ccc(NC(=O)CSc2nc(-c3cccc(C)c3)[nH]c2-c2ccccc2)cc1OC,2.6%
O=C(CSc1nccn1-c1cccc(Cl)c1)Nc1ccc2c(c1)OCO2,1.4%
CCOC(=O)c1c(C)c(-c2ccccc2)n(CC(=O)Nc2cc(C)ccc2OC)c1C,0.0%
Cc1c(Cl)cccc1NC(=O)CCOc1ccccc1,-0.8%
Cc1cccc(NC(=O)C2CCN(S(=O)(=O)c3ccc4[nH]c5c(c4c3)CCCCC5)CC2)c1,-5.0%
Cc1nc2nc(C(F)(F)F)[nH]n2c(=O)c1Cc1ccccc1,0.0%
O=C(COc1ccc(S(=O)(=O)NC2CCCCC2)cc1)Nc1ccc(C(F)(F)F)cc1,0.0%
CC1CCN(C(=O)CN2c3ccc(Br)cc3-c3ccccc3S2(=O)=O)CC1,-1.6%
CCCOc1cccc(NC(=O)c2c(-c3ccccc3Cl)noc2C)c1,-1.0%
CCCc1cnc2c(c1SCC(=O)Nc1cccc(C)c1C)c(=O)n(C)c(=O)n2C,6.5%
CCn1c2ccccc2c2cc(CN3CCN(Cc4ccccc4C)CC3)ccc21,-0.8%
Cc1cn2c(=O)cc(COC(=O)c3ccc(NC(=O)c4ccc(F)cc4)cc3)nc2s1,0.5%
O=C(CSc1nncn2c1cc1sccc12)Nc1ccccc1C(F)(F)F,1.3%
COC(=O)CSCc1nc(-c2ccc(C(=O)OC)cc2)oc1C,0.0%
Brc1ccc(-c2csc(-c3nc(-c4ccc(Br)s4)cs3)n2)cc1,-1.8%
O=C(Cn1ncc2c3ccccc3n(Cc3cccc(Cl)c3)c2c1=O)NC1CCCCCC1,0.6%
COCCNC(=O)Cn1ncc2c(C)n(Cc3ccc(C)cc3)c(C)c2c1=O,-4.0%
COCC(=O)n1nc(-c2ccco2)nc1NCc1ccccc1Cl,-1.9%
CCOc1ccccc1NC(=O)Cn1cnc2sc(C)c(S(=O)(=O)N3CCC(C)CC3)c2c1=O,1.0%
Cc1cccc(OCCSc2nc(-c3cccs3)nc3cc(=O)[nH]n23)c1,-2.0%
CC1CCN(S(=O)(=O)c2ccc3c(c2)N(CC(=O)NCCCN2CCCCC2C)C(=O)CS3)CC1 (centres undefined),0.6%

# The list continues:
SMILES,Epigenetic derep
O=C(NCc1ccc(F)cc1Cl)c1ccc(CSCc2ccccc2Cl)o1,1.2%
COc1ccc(-c2cc(C(C)=O)c(C)n2CCC(=O)Nc2cc(C)ccc2OC)cc1,-1.1%
O=C1C(c2ccc(F)cc2)N(CCc2ccccc2)C(=O)CN1C1CCCCCC1 (centres undefined),-1.0%
Cc1ccc(NC(=O)CCn2c(=O)c3cccn3c3ccccc32)c(Cl)c1,2.2%
COC(=O)c1cc(NC(=O)Nc2ccc3snnc3c2)cc(C(=O)OC)c1,8.1%
Cc1ccc(N(Cc2cccs2)C(=O)COc2ccccc2[N+](=O)[O-])cc1,-3.2%
CCOC(=O)c1ccc(Nc2nc(C)cc(C)n2)cc1,1.0%
COc1cccc(NS(=O)(=O)c2cc3c4c(c2)C(C)C(=O)N4CCC3)c1 (centres undefined),-1.3%
CCN(CC)CCCNC(=O)c1ccc2c(=O)n(CCc3ccccc3)c(=O)[nH]c2c1,-3.0%
COc1cc(OC)c(OC)cc1CNCCSc1nnnn1-c1ccccc1,-1.6%
CCc1ccc(CNC(=O)CN2C(=O)c3cccnc3Oc3ccc(Cl)cc32)cc1,-1.2%
Cc1nn(C(=O)c2ccc(Br)cc2)c(C)c1Sc1ccccc1,-2.3%
COc1ccc(S(=O)(=O)Nc2cc3c(cc2N2CCOCC2)n(C)c(=O)n3C)cc1,10.7%
COCCCNC(=O)Cn1c(=O)n(-c2ccc(C)cc2)c(=O)c2c1c1cc(C)ccc1n2C,-1.2%
CCOc1ccc(CCNC(=O)Cn2ccc3cc(S(=O)(=O)N4CCCCCC4)ccc32)cc1,-1.8%
O=C(NCc1ccccc1Cl)c1cnc(N2CCOCC2)c2ccccc12,0.8%
Cc1cc(C)cc(NS(=O)(=O)c2cc3c(cc2C)NC(=O)CO3)c1,2.8%
CN1C(=O)C2(SCC(=O)N2c2cccc(C(F)(F)F)c2)c2ccccc21 (centres undefined),4.6%
CCOC(=O)c1cccc(NC(=O)N2CC(CC)Oc3ccccc32)c1 (centres undefined),0.0%
CCc1ccccc1NC(=O)C(CC)Sc1ncnc2c1sc1ccccc12 (centres undefined),?
COc1ccc(Br)cc1CNC(=O)c1cc2n(n1)CCCN(Cc1ccc(C)cc1)C2=O,-5.4%
O=C(NCCc1ccccc1)C1CCC(CNS(=O)(=O)c2ccccc2)CC1 (centres undefined),-0.2%
COc1cccc(OC)c1C(=O)Nc1nc2c(s1)CCc1ccccc1-2,0.5%
COc1cc(NC(=O)c2cc3cc4cc(OC)ccc4nc3o2)cc(OC)c1,0.0%
CCOC(=O)c1cc2c(=O)n3ccccc3nc2n(Cc2ccco2)c1=NC(=O)c1ccc(OCC)cc1,?

# Carrying on.
SMILES,Epigenetic derep
COc1ccc(NC(=O)Cn2cnc3ccc(S(=O)(=O)N4CCC(C)CC4)cc3c2=O)cc1OC,?
CCOC(=O)c1c(NC(=O)C2c3ccccc3Oc3ccccc32)sc(C)c1C,-1.0%
COc1ccc(OC)c(-n2cnc3cc(C(=O)NC4CCCC4)ccc32)c1,-0.2%
COc1ccc(-n2c(-c3ccc(C)cc3)cc3c2CC(C)(C)CC3=O)c(OC)c1,2.2%
Cc1ccc(-c2nnc(Nc3cccc(Br)c3)c3ccccc23)cc1S(=O)(=O)N1CCCCC1,-0.5%
Cc1cc(C)c2c(n1)sc1c(=O)n(-c3ccccc3C(F)(F)F)nnc12,-1.1%
CCCCC1CCC(C(=O)N2CC(=O)Nc3ccc(F)cc3C2c2ccc(F)cc2)CC1 (centres undefined),1.0%
CCOC(=O)c1c(NC(=O)/C=C/c2ccc(Cl)cc2)sc2c1CCC(C)C2 (centres undefined),-1.6%
CCOC(=O)c1ccc(NC(=O)CSc2cc(=O)n(CC)c3ccccc23)cc1,-1.1%
CCC(=O)N1CCc2cc(Br)cc(S(=O)(=O)Nc3ccccc3C(=O)OC)c21,-0.6%
COc1ccc(NC(=O)CSc2nc3nc(C)c(Cc4ccc(C)cc4)c(C)n3n2)cc1OC,5.3%
CCn1cc(C(=O)N2CCN(c3cc(C)ccc3C)CC2)c(=O)c2cc(S(=O)(=O)N(C)C3CCCCC3)ccc21,2.0%

# Gathered by group, those above with a nitro group on carbon (2)
SMILES,Epigenetic derep
COc1ccccc1CNc1ccc(-c2nc(-c3ccccn3)no2)cc1[N+](=O)[O-],4.2%
Cc1ccc(N(Cc2cccs2)C(=O)COc2ccccc2[N+](=O)[O-])cc1,-3.2%

# Among those listed so far, ten contain bromine:
SMILES,Epigenetic derep
CCOc1cc2sc(N3CCC(C(=O)Nc4cc(C)cc(C)c4)CC3)nc2cc1Br,5.4%
Cn1c(=O)c2c(nc(N3CCOCC3)n2Cc2ccc(Br)cc2)n(C)c1=O,-1.6%
COc1cc(Br)c(C2CC(=O)Nc3cc(OC)c(OC)c(OC)c32)cc1OC (centres undefined),2.7%
Cc1cc(Nc2cccc(C(F)(F)F)c2)nc2ccc(NC(=O)c3cncc(Br)c3)cc12,?
CC1CCN(C(=O)CN2c3ccc(Br)cc3-c3ccccc3S2(=O)=O)CC1,-1.6%
Brc1ccc(-c2csc(-c3nc(-c4ccc(Br)s4)cs3)n2)cc1,-1.8%
Cc1nn(C(=O)c2ccc(Br)cc2)c(C)c1Sc1ccccc1,-2.3%
COc1ccc(Br)cc1CNC(=O)c1cc2n(n1)CCCN(Cc1ccc(C)cc1)C2=O,-5.4%
Cc1ccc(-c2nnc(Nc3cccc(Br)c3)c3ccccc23)cc1S(=O)(=O)N1CCCCC1,-0.5%
CCC(=O)N1CCc2cc(Br)cc(S(=O)(=O)Nc3ccccc3C(=O)OC)c21,-0.6%
